Assay outcomes (PubChem)
NPR2 activator: human GC-B receptor activators, primary screen, HEK293 GC-B cells, cGMP TR-FRET, EC30 CNP; Atrial natriuretic peptide receptor 2 (Homo sapiens), P20594; activation, % at 10 µM; 0% at EC30 CNP, 100% saturating CNP; 0.11% of 370,000 active;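 active means activation at 10 µM reaching about 35% in either raw or pattern-adjusted values, limit read from the data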
GAA850 FXN act: FXN promoter activators, primary screen, cell-based, luciferase luminescence, HEK293 lucGAA850; AID 540364, 2011; 0.56% of 360,000 active; activation, % at 6 µM; HEK293 lucGAA850 FXN promoter luciferase reporter, 24 h; percent of 10 µM SAHA response;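 active means activation above the average of all compounds screened plus 3 SD, cutoff fixed separately per campaign, cut at about 7.5% in these data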;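 further: 0% = DMSO wells and 100% = 10 µM SAHA wells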
GC-A act: GC-A stimulated cGMP production enhancers – HEK293 GC-A cells, cGMP TR-FRET, EC30 ANP, primary screen. Atrial natriuretic peptide receptor 1 (Homo sapiens), P16066. 0% at EC30 ANP, 100% saturating ANP. activation, % at 10 µM. 0.14% of 370,000 active. AID 1671463, 2021; in the data active means activation above about 40%
ADAM10 inh: human ADAM10 inhibitors, primary screen, biochemical, QFRET, HTS. inhibition, % at 7 µM. Disintegrin and metalloproteinase domain-containing protein 10 (Homo sapiens), O14672. AID 720582, 2013. recombinant ADAM10, EDANS/DABCYL FRET peptide cleavage, 3 h. 0.62% of 370,000 active;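 active means inhibition above a per-campaign cutoff equal to the mean of compounds falling between control-based bounds plus 3 SD, cut at about 20% in these data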;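 further: 0% = DMSO wells while the 100% control is not disclosed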
Target sequence (O14672 214-748 limits assumed): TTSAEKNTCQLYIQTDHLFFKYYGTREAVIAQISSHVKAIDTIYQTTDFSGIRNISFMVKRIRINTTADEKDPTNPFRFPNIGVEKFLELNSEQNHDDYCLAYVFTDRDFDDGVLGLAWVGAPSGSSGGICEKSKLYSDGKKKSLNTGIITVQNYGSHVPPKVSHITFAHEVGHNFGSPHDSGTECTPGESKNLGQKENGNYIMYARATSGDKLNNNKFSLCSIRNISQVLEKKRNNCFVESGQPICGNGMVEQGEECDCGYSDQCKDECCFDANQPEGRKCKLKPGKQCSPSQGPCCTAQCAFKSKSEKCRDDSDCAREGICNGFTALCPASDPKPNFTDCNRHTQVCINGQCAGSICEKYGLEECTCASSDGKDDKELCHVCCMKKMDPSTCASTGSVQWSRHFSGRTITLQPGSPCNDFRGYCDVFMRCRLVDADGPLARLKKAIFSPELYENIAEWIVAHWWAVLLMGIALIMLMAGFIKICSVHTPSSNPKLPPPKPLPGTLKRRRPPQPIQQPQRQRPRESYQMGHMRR
sPLA2-III inh: human group III sPLA2 inhibitors, primary screen, biochemical, QFRET, BODIPY PC-A2 liposome substrate. Group 3 secretory phospholipase A2 (Homo sapiens), Q9NZ20. QFRET BODIPY PC-A2 liposome hydrolysis, fluorescence. inhibition, % at 12.2 µM. 0.56% of 370,000 active. AID 743126, 2013;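 active means inhibition above mean plus 3 SD of compounds lying within the high and low control bounds, cut at about 19% in these data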;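 further: 0% = median of test compound wells and 100% = no enzyme DMSO wells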
KLK7 zymogen act: proKLK7 zymogen activators, primary screen, biochemical, fluorescence intensity; Kallikrein-7 (Homo sapiens), P49862; activation, % at 7 µM; 0.9% of 370,000 active; purified proKLK7, EDANS-DABCYL substrate fluorescence; 100% is mature enzyme control, 0% vehicle;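 active means activation above the mean of all tested compounds plus 3 SD, computed per campaign excluding outliers beyond control limits, cut at about 13% in these data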
Target sequence (P49862 whole entry, looked up): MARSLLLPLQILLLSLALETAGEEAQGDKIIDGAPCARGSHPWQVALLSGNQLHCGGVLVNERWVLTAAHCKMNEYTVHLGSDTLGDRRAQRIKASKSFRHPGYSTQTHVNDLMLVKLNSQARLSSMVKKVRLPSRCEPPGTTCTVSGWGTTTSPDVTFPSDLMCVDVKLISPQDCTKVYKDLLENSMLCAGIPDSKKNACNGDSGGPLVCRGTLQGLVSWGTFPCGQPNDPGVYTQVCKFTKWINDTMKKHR
ASAP1 inh: inhibitors of human ASAP1 ArfGAP activity, primary screen, biochemical, fluorescence polarization. Arf-GAP with SH3 domain, ANK repeat and PH domain-containing protein 1 (Homo sapiens), …. ASAP1-stimulated ARF1 GTP hydrolysis, GDP FP detection. inhibition, % at 16.5 µM. 0.19% of 360,000 active. AID 624377, 2012; in the data active means inhibition above about 25%;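 further: 0% = vehicle with enzyme and substrate and 100% = no enzyme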
Tn6 DDE FP: inhibitors of Tn6 peptide binding to fibrin DD(E), primary screen, biochemical, fluorescence polarization, human fibrin, Tn6 probe | AID 720509, 2013 | Fibrinogen beta chain (Homo sapiens), P02675 | 0.21% of 370,000 active | Fibrin DD(E) TRITC-Tn6 fluorescence polarization displacement | inhibition, % at 8.3 µM;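 active means inhibition above a per-campaign cutoff: mean of compounds within control limits plus 3 SD, cut at about 15% in these data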;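 further: 0% = median of all compound wells on the plate and 100% = blocking peptide control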
ARFGAP1 inhibitor: inhibitors of rat ARFGAP1 GAP activity, primary screen, biochemical, fluorescence polarization, GDP tracer | ADP-ribosylation factor GTPase-activating protein 1 (Rattus norvegicus), Q62848 | Arfgap1-stimulated ARF1 GTP hydrolysis, GDP FP detection | inhibition, % at 16.5 µM | 0.26% of 360,000 active;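 active means inhibition above a per-plate limit, mean inhibition of low control wells plus 3 SD, cut at about 25% in these data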;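 further: 0% = DMSO wells with enzyme and 100% = wells lacking Arfgap1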
Target sequence (Q62848 1-136 limits assumed): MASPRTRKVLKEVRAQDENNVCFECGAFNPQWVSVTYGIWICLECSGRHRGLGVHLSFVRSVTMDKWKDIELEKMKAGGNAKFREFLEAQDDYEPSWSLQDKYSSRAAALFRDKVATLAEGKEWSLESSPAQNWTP
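System: truncated rat Arfgap1 GAP domain / Medium: HEPES-based buffer, pH 7.5 / Also added: N-terminally truncated human ARF1-GTP substrate / Incubation: enzyme reaction 120 min at 25 °C after 20 min preincubation / Measured by: FP of antibody-bound GDP Alexa 633 tracer, ex 620/em 688 nm / Replicates: singlicate, each compound tested once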
rCAG binder: binders of r(CAG) RNA repeats, primary screen, biochemical, fluorescence. r(CAG) RNA repeat, TO-PRO-1 dye displacement fluorescence. inhibition, % at 3 µM. 1.3% of 370,000 active;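 active means inhibition above the plate cutoff, the mean of all test compounds on that plate plus 3 SD, cut at about 35% in these data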;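 further: 0% = DMSO alone and 100% = 100 µM mitoxantrone as full dye displacement; higher means more dye released from RNA so lower well fluorescence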
Starred values were filed as active, the others as inactive; i = inactive; x = no result given.

SMILES	NPR2 activator	GAA850 FXN act	GC-A act	ADAM10 inh	sPLA2-III inh	KLK7 zymogen act	ASAP1 inh	Tn6 DDE FP	ARFGAP1 inhibitor	rCAG binder
Cc1oc(/N=C/c2ccc(F)cc2)c(C#N)c1C	-1	1.0	5	-5	-3	0.6	-11	9	6	-4
Cc1ccc(S(=O)(=O)CCC(=O)OCC(=O)c2cc(C)n(C)c2C)cc1	-2	0.6	2	-7	4	0.7	-3	4	2	7
C=CCN(CC=C)Cc1nc(N)nc(Nc2ccccc2C)n1	-2	2.0	5	0	2	0.1	-15	1	6	-2
CCC(C)N(c1nc(C)nc2c1nnn2Cc1ccccc1)C(C)CC (configuration not stated)	-7	x	-1	3	0	0.5	x	-4	x	-1
Cc1cn([C@H]2C[C@H](O)[C@@H](COS(=O)(=O)O)O2)c(=O)[nH]c1=O	-5	1.3	-1	-11	10	-0.3	-5	-3	-5	7
O=C(CC12CC3CC(CC(C3)C1)C2)Nc1ccccc1N1CCOCC1	1	2.5	-1	-2	2	0.1	7	-3	2	-6
COc1cccc(NC(=O)CCN2C(=O)c3cccc([N+](=O)[O-])c3C2=O)c1	3	1.1	-2	-3	15	-0.1	2	-7	-4	4
CCc1ccccc1NC(=O)Nc1cccs1	0	-1.8	-1	-14	0	-0.3	5	0	1	-1
CC1(C)C2CCC1(C)C(OC(=O)CC(=O)O)C2 (configuration not stated)	-7	x	1	2	-1	0.1	-12	9	-5	1
O=C1NC(=S)N/C1=C/c1cccnc1	2	-4.5	-2	9	2	0.1	-13	5	4	1
CC(C(=O)N1CCCC1)N1CCN(S(=O)(=O)c2ccc(OC(F)(F)F)cc2)CC1 (configuration not stated)	1	-1.1	-1	3	-5	-0.2	-2	-2	-9	-1
COC1=C[C@H](C(=O)NCc2ccc(OC)cc2)C(C)C(c2ccccc2)CC1=O (some centres not stated)	-12	x	3	-6	-3	-0.2	x	-6	x	7
Cc1ccccc1-c1nc(CS(=O)(=O)CC(=O)NCCCN2CCCC2=O)c(C)o1	3	0.3	-8	-5	-5	0.3	-5	0	7	1
O=C(CCC(=O)Nc1ccccc1)N/N=C/C=C/c1ccccc1	3	1.3	-2	1	-4	-0.6	-7	9	1	3
COc1ccc(-c2noc(C3CCCN(C(=O)c4cccc(C)c4)C3)n2)cc1 (configuration not stated)	-10	-0.9	-3	-1	3	-0.3	-5	-2	8	-7
Clc1ccc(-n2c(SCc3cccc4ccccc34)nnc2-c2ccccn2)cc1	-22	x	-16	10	-7	0.4	x	-3	x	8
Cc1nn(-c2ccccc2Cl)c(Cl)c1/C=C(\C#N)C(N)=O	4	1.1	23	4	10	-0.5	-2	3	0	1
O=C(COC(=O)CNC(=O)c1ccc(Cl)cc1)Nc1cccc(S(=O)(=O)N2CCCC2)c1	-4	0.9	7	1	-6	0.6	10	-3	6	8
Cc1ccc2c(Cl)c(C(=O)N/N=C/c3cccn3C)sc2c1	-5	3.5	1	-2	2	-0.2	-15	11	3	7
COC(=O)C1=C(C)N(c2cc(C)cc(C)c2)/C(=C/c2ccc(O)cc2)C1=O	-4	-0.6	0	-3	-19	0.1	0	8	6	4

One compound at a time (already shown). Screens in order: NPR2 activator | GAA850 FXN act | GC-A act | ADAM10 inh | sPLA2-III inh | KLK7 zymogen act | ASAP1 inh | Tn6 DDE FP | ARFGAP1 inhibitor | rCAG binder
Profile of `CC(C(=O)N1CCCC1)N1CCN(S(=O)(=O)c2ccc(OC(F)(F)F)cc2)CC1` (configuration not stated) = 1 | -1.1 | -1 | 3 | -5 | -0.2 | -2 | -2 | -9 | -1
Profile of `Clc1ccc(-n2c(SCc3cccc4ccccc34)nnc2-c2ccccn2)cc1` = -22 | x | -16 | 10 | -7 | 0.4 | x | -3 | x | 8

Remaining list, next part:
SMILES	NPR2 activator	GAA850 FXN act	GC-A act	ADAM10 inh	sPLA2-III inh	KLK7 zymogen act	ASAP1 inh	Tn6 DDE FP	ARFGAP1 inhibitor	rCAG binder
COc1ccc(C(=O)CC(C#N)c2ccc3c(c2)OCO3)cc1OC (configuration not stated)	-4	-0.1	0	-3	-4	0.3	8	-2	-17	-2
COC(=O)c1ccc(NC(=O)C(=O)N2CCN(C(=S)Nc3cccc(OC)c3)CC2)cc1	1	-0.3	-4	-11	3	0.0	2	0	2	2
CCCCn1nc2cc(C(=O)NCC3CC3)ccc2c1OCC	-5	-0.1	3	i	0	18*	-7	-4	1	-4
Cc1sc(NC(=O)c2ccccc2)c(C(=O)c2ccccc2)c1C	-4	1.0	3	6	2	0.4	2	-5	9	7
COC(C[C@H]1O[C@@H]1C(=O)COCc1ccccc1)OC	3	x	0	4	10	0.1	7	-2	-2	-2
C(=N\n1cncn1)/c1ccc(N2CCOCC2)cc1	3	-0.9	3	-112	1	2.0	-2	-2	-11	2
CCN(CCn1cccn1)C(=O)c1cc(COc2ccccc2SC)on1	-1	4.4	1	-14	-1	-0.2	0	-1	11	-2
COc1ccc(COC(=O)c2cccc(S(=O)(=O)N3CCN(C(C)=O)CC3)c2)cc1	4	0.1	2	-2	-9	0.9	6	2	-19	-5
Nc1c(Cl)cc(C(=O)NC2CC2)cc1Cl	4	1.4	3	-21	13	0.0	-5	-4	7	2
CC1(C)CC(=O)C=C(c2ccc(COC(=O)C3CC3)cc2)C1=O	0	2.5	2	-8	-8	0.4	-7	3	6	0
CCN1c2ccccc2-c2nc3ccccc3n2C1c1cccs1 (configuration not stated)	-6	0.2	-18	i	-1	1.4	-10	4	-2	-4
COc1ccc(/C=C(\C#N)C(=O)Nc2ccccn2)cc1	-2	0.7	-5	-43	0	1.2	9	0	-1	1
CCOC(=O)c1cccc(NC(=O)CSc2nc3cccnc3n2C)c1	2	-1.1	0	3	-6	-0.1	7	2	-8	-2
COc1ccccc1NS(=O)(=O)c1ccc2c(c1)CCN2C(=O)CCC(=O)O	2	1.6	0	0	4	0.3	2	2	13	2
O=C(CC(Sc1ccc(Br)cc1)C(=O)O)c1ccc(F)cc1 (configuration not stated)	3	1.4	2	6	3	-0.2	7	-3	4	9
CC(=O)c1cccc(NC(=O)C(NC(C)C)c2ccccc2)c1 (configuration not stated)	3	-0.1	1	-10	1	0.1	4	5	2	-2
CN(C)CC1CCCCC1OC(=O)c1ccc(Cl)cc1Cl (configuration not stated)	1	2.7	0	-3	5	0.2	-3	-1	-7	-3
CCN(CC)c1ccc(C=Nc2cc(C)cc(C)c2)c(O)c1	5	-1.5	-1	2	-2	-4.9	0	1	6	2
Cc1cc(F)ccc1-c1cc(C(=O)NCc2ccco2)[nH]n1	1	3.1	-3	5	-3	0.2	-1	0	2	2
CCOC(=O)C1CCN(S(=O)(=O)c2cccc(-c3cn4cc(C)ccc4n3)c2)CC1	4	-0.7	1	-8	-8	-1.8	-9	6	4	0
Cc1ccc(C)c(OCC(O)CN2CCC(C)CC2)c1C (configuration not stated)	2	0.4	4	-3	4	-0.1	2	-5	13	-3
Cc1[nH]c2ccccc2c1C(c1ccncc1)N1CCN(c2ccc(F)cc2)CC1 (configuration not stated)	-3	-0.1	-21	3	0	0.6	17	0	3	4
CC(C)OCCCNC(=O)Cc1ccc(F)cc1	6	0.3	0	5	2	-0.1	2	1	-3	-1
Cc1cnc(C(=O)OCC(=O)c2ccc(Cl)cc2)cn1	7	0.7	-1	-9	8	-0.7	7	-2	4	-3
COCCNC(=O)c1ccc2c3n(nc2c1)-c1ccc(Cl)cc1CO3	10	3.2	12	-105	-2	2.7	-4	-7	1	-2
C=CCc1cccc(CNc2ccc(Br)cc2)c1O	-5	2.6	7	-1	-6	-0.5	18	-1	4	0
COc1ccc(CCNC(=O)c2cnc(Cl)c(Cl)c2)cc1	-1	0.1	-1	3	-1	-0.7	1	9	4	-4
O=[N+]([O-])C(/C=C(\Cl)[N+](=O)[O-])=C1N(Cc2ccc(Cl)nc2)CCN1Cc1ccc(Cl)nc1	4	5.5	2	12	-6	0.2	-8	0	-21	-3
O=C(CCNC(=O)c1ccc([N+](=O)[O-])cc1)Nc1ccc(Cl)c(S(=O)(=O)N2CCOCC2)c1	0	1.2	-5	-8	-4	0.6	5	-5	-14	7
O=C(c1nc2ccccn2c1CNCCCn1ncc2ccccc21)N1CCOCC1	-4	2.9	-2	-3	2	-0.6	1	5	-7	-3
CC1(C)SC(=S)N(NC(=O)Nc2cccc3ccccc23)C1N(O)C(=O)Nc1ccccc1 (configuration not stated)	-5	-2.2	1	0	-45	-1.3	6	-13	7	18
CCCCN(c1ccc(C(=O)OC)cc1)S(=O)(=O)c1ccccc1	0	2.3	-2	-2	1	0.9	-9	-2	-7	-10
COc1ccc(CCNC(=O)c2cccc(Br)c2)cc1OC	4	1.9	5	5	2	0.0	1	-8	2	1
O=c1cc(-c2ccccc2)nc2c(Cl)cc(Cl)cn12	-9	1.1	-2	-3	-1	-0.4	17	5	-5	0
Nc1ccc(Cl)cc1C(=O)OCC(=O)NC1CCS(=O)(=O)C1 (configuration not stated)	0	1.5	1	i	3	14*	-12	2	6	0
N#Cc1ccc(-c2ccco2)nc1SCC(=O)c1ccc(Cl)cc1	-11	0.5	-1	-5	19	0.6	7	4	12	30
O=C(CSc1nccc(-c2cccs2)n1)Nc1cccc(Cl)c1	-16	2.4	-20	4	-7	0.3	5	-11	4	4
Cc1ccc(NC(=O)c2ccc3ccccc3n2)cc1S(=O)(=O)N(C)C	-4	3.8	4	3	-6	0.0	20	1	8	-1
CCN(Cc1ccccc1)C(=O)CS(=O)(=O)c1ccccc1	-1	-0.4	-1	-6	8	0.3	-2	-1	-10	-2
COCCNC(=O)C1(C)CCCN(Cc2ccc3ccccc3c2Br)C1 (configuration not stated)	1	-0.9	-3	7	-11	-0.2	2	-1	2	0
Cc1cccc(OCCCCCN2CCOCC2)c1	4	0.0	1	10	5	-0.3	1	5	3	-5
C=C(C(=O)c1ccccc1)C(NC(C)(C)C)c1ccccc1 (configuration not stated)	-5	-14	-21	2	1	-0.8	7	7	0	4
Cn1c(=O)[nH]c(=O)c2c1nc(N1CCOCC1)n2CCc1ccccc1	-2	2.7	-2	-3	-2	-0.2	-11	-1	6	-5
CS(=O)(=O)N1CCC(C(=O)Nc2ccc(C(F)(F)F)cc2)CC1	-2	2.2	-1	-1	-5	0.6	-5	1	-18	-2
Cc1nc(N2CCN(Cc3ccccc3)CC2)[nH]c(=O)c1C	-3	-2.2	-2	-6	2	0.9	2	-8	-9	-3
